Diaph act CS: diaphorase activation or chemical reduction counter-screen; Diaphorase/resazurin coupled assay, resorufin fluorescence, 16 min; stronger effect = higher value; 1 = vehicle wells, 0 = NADH-free wells; activation factor at 20 µM; 190,000 compounds, 0.005% hits; AID 1229;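 active = diaphorase activity raised at least twofold by the compound at 20 µM; inactive = activation factor below 2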
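test system = bacterial diaphorase enzyme (C. kluyveri) | quantity = enzyme 0.07 U/mL final | reagent = NADH substrate 0.114 mM plus resazurin dye 0.1 mM, final | incubation = 16 min enzyme reaction, ambient temperature | buffer or medium = HEPES pH 7.4 buffer with MgCl2 and Tween 20 | signal = fluorescence of resorufin, 544 nm excitation, 590 nm emission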
ROMK primary: modulates human ROMK potassium channel activity | P48048 | B-score at 10 µM | 130,000 compounds, 2% hits | Tet-inducible ROMK, thallium flux fluorescence; actives lie on both sides;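 active = signal ratio slope over the read window, or its plate-corrected B-score, at least 3 SD from the plate mean, either direction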;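 also: B-score of the F/F0 ratio slope over 7 to 12 s after thallium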
S1P3 antagonist: antagonists of human S1P3 receptor; CHO S1P3 NFAT-BLA reporter, FRET fluorescence, antagonist mode; inhibition, % at 4.98 µM; 170,000 compounds, 0.27% hits; AID 485;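 active = inhibition above the plate cutoff, the mean inhibition of test wells on that plate plus 3 SD, cut at about 28% in these data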;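 also: cells challenged with S1P at its EC80 of 0.8 µM; blue over green emission ratio from cleaved BLA substrate after 4 h stimulation; 0% = S1P-stimulated wells and 100% = unstimulated DMSO-only wells; some compounds past the cut are filed as inactive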
Target sequence (Q99500 whole entry, looked up): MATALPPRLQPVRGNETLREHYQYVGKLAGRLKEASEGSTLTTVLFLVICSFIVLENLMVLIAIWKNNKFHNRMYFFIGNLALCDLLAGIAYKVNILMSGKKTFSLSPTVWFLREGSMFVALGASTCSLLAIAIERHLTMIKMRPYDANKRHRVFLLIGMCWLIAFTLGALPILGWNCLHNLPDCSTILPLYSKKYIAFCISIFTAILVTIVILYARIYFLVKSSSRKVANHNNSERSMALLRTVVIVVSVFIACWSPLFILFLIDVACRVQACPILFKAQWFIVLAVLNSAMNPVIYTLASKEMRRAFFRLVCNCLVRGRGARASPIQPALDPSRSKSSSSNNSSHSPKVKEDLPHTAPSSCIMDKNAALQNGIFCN
PMI act hi M6P: PMI (human) activation, high substrate; P34949; coupled PMI enzyme assay, resazurin fluorescence, 20 min; stronger effect = higher value; 1 = untreated enzyme, 0 = substrate-free blank; activation factor at 20 µM; 190,000 compounds, 0.34% hits; AID 1216;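 active = activation factor of 2 or more at 20 µM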
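Test system: human phosphomannose isomerase with PGI, G6PDH, diaphorase coupling enzymes; Amount: PMI at 15 ng/mL final; Reagent: Mannose-6-phosphate 1.0 mM (near-saturating) plus 0.22 mM NADP+; Timing: 20 min, room temperature; Technique: resorufin fluorescence at Ex 544/Em 590 nm; Dosing: 20 µM single dose.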
PPARg SRC-2 ag: agonists of SRC-2 recruitment by human PPARgamma; P37231; PPARgamma LBD-SRC-2 recruitment, biochemical; activation, % at 8 µM; 200,000 compounds, 0.34% hits; AID 1032; in the data active = activation above about 22%;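 also: 0% = vehicle and 100% = reference agonist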
Target sequence (P37231 whole entry, looked up, the tested form may be a part): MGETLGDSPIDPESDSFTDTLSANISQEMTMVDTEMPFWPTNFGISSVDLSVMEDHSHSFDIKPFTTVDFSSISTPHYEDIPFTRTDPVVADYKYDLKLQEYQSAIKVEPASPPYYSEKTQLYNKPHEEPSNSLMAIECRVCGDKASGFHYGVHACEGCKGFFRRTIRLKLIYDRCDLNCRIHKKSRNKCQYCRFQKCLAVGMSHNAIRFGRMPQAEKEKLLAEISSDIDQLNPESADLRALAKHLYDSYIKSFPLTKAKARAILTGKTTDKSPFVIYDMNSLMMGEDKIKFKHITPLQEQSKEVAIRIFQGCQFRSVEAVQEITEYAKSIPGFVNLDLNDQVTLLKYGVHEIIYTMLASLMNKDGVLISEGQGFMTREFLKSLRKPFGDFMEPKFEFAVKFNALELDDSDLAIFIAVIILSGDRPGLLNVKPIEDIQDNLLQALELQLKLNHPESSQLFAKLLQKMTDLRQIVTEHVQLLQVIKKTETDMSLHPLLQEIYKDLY
TR-FRET SRC-2 ct: counter-screen for PPARgamma SRC-2 recruitment agonists: TR-FRET artefact; TR-FRET ratio at 8 µM; 200,000 compounds, 0.4% hits; AID 1049; stronger effect = higher value; in the data active = TR-FRET ratio above about 2000; also: inactives centre near 1500
Diaph inh CS: inhibits diaphorase or chemically oxidizes, flagging diaphorase assay artifacts. diaphorase resazurin-to-resorufin fluorescence, NADH, 16 min; bacterial (C. kluyveri) enzyme, not human. inhibition, % at 20 µM. 190,000 compounds, 0.69% hits;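 active = primary screen inhibition at 20 µM above a set limit, cut at about 50% in these data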;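 also: plate controls were DMSO with full reaction for no effect and wells lacking NADH for full effect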
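System: Bacterial diaphorase enzyme (C. kluyveri) | Incubation: 16-min room-temperature incubation before reading | Benchmarks: No-NADH positive control and DMSO neutral control | Measured by: Resorufin fluorescence 544/590 nm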
G6PDH counter: L. mesenteroides G6PDH inhibition counter-screen. inhibition, % at 5 µM. 200,000 compounds, 0.12% hits. Purified L. mesenteroides G6PDH, diaphorase/resazurin coupled fluorescence, 45 min. AID 1020; in the data active = inhibition above about 50%
PPARg SRC1 recr: agonists of human PPARgamma SRC-1 coactivator recruitment. P37231. PPARgamma-SRC-1 coactivator recruitment biochemical assay. activation, % at 8 µM. 200,000 compounds, 0.41% hits. AID 631; in the data active = activation above about 19%;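 also: 0% = DMSO and 100% = reference agonist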
PPARg SRC-3 ag: agonists of human PPARgamma SRC-3 coactivator recruitment; 200,000 compounds, 0.26% hits; AID 731; biochemical PPARgamma/SRC-3 coactivator recruitment assay; P37231; activation, % at 8 µM; in the data active = activation above about 23%;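 also: 0% = DMSO and 100% = reference agonist; some compounds past the cut are filed as inactive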
PMI act: phosphomannose isomerase (human) activation; P34949; purified human PMI, coupled resazurin fluorescence, 20 min; stronger effect = higher value; 1 = vehicle control, 0 substrate-free wells; activation factor at 20 µM; 190,000 compounds, 0.005% hits;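 active = activation factor of 2 or more at 20 µM, relative to plate controls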
Active calls of the source: *; . = no result given. Outcome played no part in choosing rows. About 3.3% of those tested had a hit in this group.

SMILES	Diaph act CS	ROMK primary	S1P3 antagonist	PMI act hi M6P	PPARg SRC-2 ag	TR-FRET SRC-2 ct	Diaph inh CS	G6PDH counter	PPARg SRC1 recr	PPARg SRC-3 ag	PMI act
Cc1ccc(-c2cc(C(F)F)n3ncc(C(=O)NN4CCCCC4)c3n2)cc1	0.8	0.22	-9	1	-1	1635	17	4	1	4	1
CC(C)CCNC(=O)CN(CC1CCCO1)C(=O)CCC(=O)Nc1nccs1 (stereo not given)	0.9	.	-8	0.9	-8	1603	14	-2	1	2	0.9
CCn1cc(C(=O)O)c(=O)c2cc(F)c(N3CCN(C(=S)NC(=O)c4ccc(F)c(F)c4)CC3)cc21	0.9	.	-14	1	2	1637	11	19	-8	1	0.9
COc1cccc(NC(=O)Nc2ccc(CC(=O)O)cc2)c1	1	0.98	4	1	7	1304	2	-3	-2	1	1
O=C(COc1ccccc1)Nc1ccc([N+](=O)[O-])cc1	0.9	-1.6	10	1	-3	1701	9	-2	1	3	1
O=C(NCCc1ccccc1)c1ccc(CS(=O)(=O)c2ccc(Cl)cc2)o1	0.9	-0.025	-15	1	-1	1616	10	8	9	2	1
CC(C)COP(=O)(c1ccc(N(C)C)cc1)C(Nc1ccccc1)c1cccnc1 (stereo not given)	0.8	-0.59	-16	0.9	1	1609	15	-13	-4	-4	0.9
CN1CCc2c(c3c(n2C)CCN(C)[C@H]3c2ccccc2F)[C@@H]1c1ccccc1F	1	-1.3	.	1.1	12	1654	0	0	4	15	1
CC(C)C1C(c2ccccc2)N(C)C(c2ccccc2)CC1(O)c1ccccc1 (stereo not given)	0.8	-1.4	.	0.9	7	1401	23	-4	3	-11	0.8
CN1CCN/C1=C(/C(Cl)=C(Cl)Cl)[N+](=O)[O-]	0.9	1.1	-6	1.2	-5	1363	9	0	7	-2	1.2
CCCCCn1c(=O)[nH]c2cc(C(=O)O)ccc2c1=O	1	.	.	1.1	2	1518	4	38	7	-3	1
O=C(O)CCn1c(SCc2ccccc2)nc2ccccc21	0.8	0.094	22	1	-7	1409	18	-9	0	-10	0.9
O=c1[nH]c2cc(Cl)cc(Cl)c2[nH]c1=O	0.7	0.22	-3	0.6	7	1380	26	5	4	5	0.8
O=C(C(=O)N1CCN(c2cccc(Cl)c2)CC1)N1CCCCC1	1	0.24	-24	0.9	-2	1358	1	0	-9	-3	0.9
O=C(O)C1CSC2(c3ccc(Br)cc3)CCC(=O)N12 (stereo not given)	0.9	-0.4	-9	1.1	5	1710	5	-1	8	5	1.1
CSc1nccc(-c2nn(-c3ccc(C)cc3)ccc2=O)n1	1.1	4.4*	.	1.1	-5	1352	-12	12	-4	-4	1.1
CCOc1c2ccc(C(=O)N[C@H](C)C3CCCCC3)cc2nn1CC	0.9	.	.	1	0	1712	6	-2	3	-5	1
Nc1c(Cl)cc(Cl)cc1C(=O)OCC(=O)N1CCOCC1	0.9	0.7	-4	0.7	0	1679	11	8	4	3	1.2
CC1CC(Nc2ccccc2N)=CC(=O)O1 (stereo not given)	0.8	0.21	.	0.9	5	1517	19	4	11	7	0.9
CCOc1ccccc1C1C(C#N)=C(N)Oc2cc(C)n(Cc3ccccn3)c(=O)c21 (stereo not given)	0.8	.	-15	0.8	4	1658	18	1	7	3	0.9
COC(=O)c1ccc(N2C(=O)CC(Sc3n[nH]c(C)n3)C2=O)cc1 (stereo not given)	0.8	.	-30	1	7	1563	23	5	-2	11	0.8
CCc1c(C)nc2ncnn2c1N1CCCC(C(=O)NCc2ccco2)C1 (stereo not given)	0.9	-0.19	.	0.9	9	1573	10	3	7	3	1
COc1ccc(/C=N/NC(=O)c2ccccc2Cl)cc1CSc1nc2ccccc2s1	0.8	.	.	0.9	2	1474	21	0	0	-5	0.8
CCOC(=O)C1C(c2cc(OC)c(OC)c(OC)c2)NC(=S)NC1(O)C(F)(F)F (stereo not given)	0.9	0.52	.	1	1	1570	7	10	2	-4	0.8
CC(C)(C)C(=O)O/N=C1\CCS(=O)(=O)c2sccc21	0.9	0.085	8	1.1	5	1801	9	5	10	4	1

Continuation:
SMILES	Diaph act CS	ROMK primary	S1P3 antagonist	PMI act hi M6P	PPARg SRC-2 ag	TR-FRET SRC-2 ct	Diaph inh CS	G6PDH counter	PPARg SRC1 recr	PPARg SRC-3 ag	PMI act
Nc1ccccc1NC1=CC(=O)CC(c2ccco2)C1 (stereo not given)	0.9	-0.39	-19	1.1	2	1674	13	6	1	-12	1
Cc1cc(C)cc(N(CCC(=O)Nc2nnc(C3CC3)s2)S(=O)(=O)c2ccc(Cl)cc2)c1	1	0.07	-3	1.1	-3	1561	0	7	-3	-1	1
CS(=O)(=O)N(CC(=O)NCc1cccnc1)C1CCCCC1	0.9	-0.068	-7	0.9	12	1625	6	12	0	6	0.9
COc1ccc(OCC(=O)N/N=C2/C=C(C)CC2)cc1	1	-0.51	-5	1	-4	1796	5	1	2	-1	1
O=C1c2cccnc2C(=O)N1c1ccccc1-c1ccccc1	1	.	-7	1	4	1551	0	0	5	-6	1.1
COC(=O)c1cc(OC)c(OC)cc1NC(=O)CC1CCCCC1	1	-0.03	-20	0.9	8	1705	0	7	6	-3	0.9
Cc1cccc(NS(=O)(=O)c2cccs2)c1	0.9	0.11	.	1	12	1580	12	13	2	-1	1
N#Cc1c(-c2cccnc2)c2c([nH]c1=S)CCCC2	0.7	.	-40	1.4	10	1637	25	-4	9	8	1.3
O=c1[nH][nH]c(-c2ccccc2)c1C=Nc1ccccc1Cl	0.8	.	.	0.9	2	1649	18	3	-4	4	0.9
CCc1nnc(NC(=O)c2cc(S(=O)(=O)N(CC)CC)ccc2Cl)s1	0.8	1.6	.	0.9	6	1652	16	12	-2	4	0.9
O=C(NCCNc1ccc2ccccc2c1)c1cccn2c(=O)c3sccc3nc12	0.7	-0.012	0	0.5	3	1543	32	-1	10	3	0.8
Cc1cc(N2CCOCC2)ccc1/C=C1/SC(=O)NC1=O	0.9	-0.12	-13	1.1	4	1750	13	8	7	2	1.1
O=C(O)c1cn(Cc2ccccn2)c(=O)c2ccccc12	1	0.042	-11	1.1	1	1678	-4	-2	7	-2	1.2
CCCC(C)C(=O)Nc1ccc(S(=O)(=O)Nc2nccs2)cc1 (stereo not given)	.	-0.5	-19	.	6	1645	.	12	9	2	.
Cc1cccc(NC(=S)N(CCN(C)C)C(C)c2ccco2)c1 (stereo not given)	1	-0.84	0	0.9	3	1726	0	8	3	0	0.8
C=CCN1C(=O)C(C)(C)N(C(C)=O)c2ccccc21	1.1	1.4	4	1.1	0	1426	-8	-1	-5	-1	1.1
O=C(CN1CCCC1)Nc1ccc(F)cc1	1.1	.	-14	1.1	3	1575	-14	11	2	0	1.1
Cc1ccc(-c2cc(C(=O)NC3=NCCS3)c3ccccc3n2)cc1C	0.9	-0.078	12	0.8	2	1480	9	-19	-3	5	0.9
Cc1nn(-c2cccc(C(=O)O)c2)c(C)c1Oc1ccccc1O	0.9	0.24	-5	1	2	1390	12	2	4	14	1
COc1ccc(CCN(C)Cc2ccc(OC)c(OCc3ccccc3)c2)cc1OC	0.9	-0.047	.	1.1	-13	1523	13	3	-2	-3	0.8
Cc1ccc(NC(=S)NNC(=O)c2c(Cl)c(C)nn2C)cc1	0.9	-0.41	-9	1.1	3	1594	8	-5	3	3	1.1
S=c1[nH]nc(-c2ccco2)n1/N=C/c1ccccc1Cl	0.7	.	-10	0.9	-7	1539	29	9	-2	3	0.8
COc1cccc(C(=O)Nc2cc(C)on2)c1OC	0.9	0.45	11	1.1	-7	1726	7	8	-1	1	1.1
Cc1ccc(NC(=O)CC(C)N2CCCC2)cc1 (stereo not given)	0.9	.	.	1	7	1653	7	24	5	4	1
CC(C)OCCCNc1nc2c(c(=O)n(Cc3ccccc3F)c(=O)n2C)n1C	0.8	-0.3	2	0.9	-7	1460	21	5	1	1	0.9
Cc1ccc2cccc(NC3OC(=O)c4ccccc43)c2n1 (stereo not given)	0.8	-0.049	-6	0.4	-3	1470	23	9	1	-7	0.8
Cc1cc(C(=O)COC(=O)C2=COCCO2)c(C)n1-c1ccc2c(c1)OCO2	0.7	.	-44	0.7	0	1418	33	7	-6	-2	0.8
COc1cc2nc(CN(C)Cc3ccc(F)cc3)[nH]c(=O)c2cc1OC	0.9	0.93	-8	1	-8	1323	10	11	3	-7	1
Cn1cnnc1SCCCN1C(=O)c2cccc3cccc(c23)C1=O	0.8	0.071	6	1	1	1613	15	-1	6	-3	1

Compound profiles, from the list above. Values in the order: Diaph act CS | ROMK primary | S1P3 antagonist | PMI act hi M6P | PPARg SRC-2 ag | TR-FRET SRC-2 ct | Diaph inh CS | G6PDH counter | PPARg SRC1 recr | PPARg SRC-3 ag | PMI act
O=c1[nH][nH]c(-c2ccccc2)c1C=Nc1ccccc1Cl is listed as 0.8 | . | . | 0.9 | 2 | 1649 | 18 | 3 | -4 | 4 | 0.9
Nc1c(Cl)cc(Cl)cc1C(=O)OCC(=O)N1CCOCC1 is listed as 0.9 | 0.7 | -4 | 0.7 | 0 | 1679 | 11 | 8 | 4 | 3 | 1.2

Three of the entries above in order of their number in PPARg SRC-2 ag, low to high:
SMILES,PPARg SRC-2 ag
Cc1ccc(-c2cc(C(=O)NC3=NCCS3)c3ccccc3n2)cc1C,2
COC(=O)c1cc(OC)c(OC)cc1NC(=O)CC1CCCCC1,8
Cc1cccc(NS(=O)(=O)c2cccs2)c1,12

Compound activity: PubChem, several laboratories
